NadD block: inhibitors of Staphylococcus aureus NadD | purified NadD enzyme, colorimetric absorbance read-out | inhibition, % at 20 µM | hit rate 0.78% among 360,000 | AID 602399; in the data active = inhibition above about 26%; note: some compounds past the cut are filed as inactive
Scp1 inh: inhibitors of human Scp-1 phosphatase; hit rate 0.88% among 340,000; inhibition, % at 20 µM; Recombinant Scp1, phosphopeptide, malachite green phosphate absorbance; Q9GZU7;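 active = inhibition above about 50% at 20 µM, limit read from the data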;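 note: plate controls were DMSO wells with enzyme for no effect and wells lacking enzyme for full effect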
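Material: truncated SCP-1 phosphatase (76-261aa) / Buffer or medium: 50 mM Tris acetate pH 5.5, 0.005% Tween-20, 10 mM MgCl2 / Compound dosing: one concentration, 20 µM, with 1.0% DMSO / Incubation: 45 min room-temperature reaction, 5 min colour, 30 min stabiliser / Detection: colorimetric free-phosphate detection, absorbance 630 nm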
LMPTP inh: blocks human LMPTP phosphatase; P24666; recombinant LMPTP-A, OMFP fluorogenic substrate, fluorescence intensity; inhibition, % at 20 µM; hit rate 0.22% among 360,000; AID 651560;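 active = compounds that cut the enzyme signal by at least half of the control window in the single-dose screen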;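 note: plate controls were DMSO wells with enzyme plus substrate for no effect and substrate without enzyme for full effect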
Target sequence (P24666 whole entry, looked up): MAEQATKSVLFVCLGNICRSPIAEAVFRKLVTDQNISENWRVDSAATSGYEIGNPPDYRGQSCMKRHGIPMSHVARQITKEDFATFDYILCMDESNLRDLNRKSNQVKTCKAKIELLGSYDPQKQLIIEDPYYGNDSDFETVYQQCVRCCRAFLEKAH
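Buffer or medium: Bis-Tris pH 6.0, DTT, detergent; Assay system: LMPTP-A enzyme; Quantity: 0.625 nM enzyme; Detection: endpoint fluorescence intensity; Times: 50 min dark incubation at room temperature; Controls: substrate-only low control, DMSO enzyme-plus-substrate high control; Doses: single 20 µM dose; Read-out: percent inhibition versus substrate-only and uninhibited controls; Reagent: 400 µM OMFP.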
STEP inh: inhibitors of human striatal-enriched phosphatase STEP. hit rate 0.25% among 360,000. P54829. inhibition, % at 20 µM. AID 588621. recombinant STEP, OMFP fluorogenic substrate, fluorescence;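 active = inhibition at 20 µM, scaled per plate between control wells, above about 37%, limit read from the data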;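 note: 0% = DMSO with enzyme and substrate and 100% = substrate only without enzyme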
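Test system: STEP tyrosine phosphatase / Reagent: OMFP at 25 µM / Doses: 20 µM, 1% DMSO / Read-out: percent inhibition scaled to no-enzyme and uninhibited-enzyme controls, plate-pattern corrected / Detection: FITC-channel fluorescence of OMFP product / Medium: Bis-Tris buffer pH 6.0, 2.5 mM DTT, 0.005% Tween 20 / Schedule: 20 min at room temperature, dark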
Neddylation inh: cullin neddylation inhibition | P61081+Q13564 | TR-FRET cullin neddylation, biochemical | calls only at 25 µM | hit rate 0.58% among 360,000 | AID 651699; in the data active = inhibition above about 36%
Target sequence (P61081 whole entry, looked up): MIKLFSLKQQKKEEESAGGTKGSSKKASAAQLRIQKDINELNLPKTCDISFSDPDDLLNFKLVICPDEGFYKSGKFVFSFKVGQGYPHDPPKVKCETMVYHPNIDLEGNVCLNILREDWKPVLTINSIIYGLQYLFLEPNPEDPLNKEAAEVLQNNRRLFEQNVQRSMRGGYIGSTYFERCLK
Target sequence (Q13564 whole entry, looked up): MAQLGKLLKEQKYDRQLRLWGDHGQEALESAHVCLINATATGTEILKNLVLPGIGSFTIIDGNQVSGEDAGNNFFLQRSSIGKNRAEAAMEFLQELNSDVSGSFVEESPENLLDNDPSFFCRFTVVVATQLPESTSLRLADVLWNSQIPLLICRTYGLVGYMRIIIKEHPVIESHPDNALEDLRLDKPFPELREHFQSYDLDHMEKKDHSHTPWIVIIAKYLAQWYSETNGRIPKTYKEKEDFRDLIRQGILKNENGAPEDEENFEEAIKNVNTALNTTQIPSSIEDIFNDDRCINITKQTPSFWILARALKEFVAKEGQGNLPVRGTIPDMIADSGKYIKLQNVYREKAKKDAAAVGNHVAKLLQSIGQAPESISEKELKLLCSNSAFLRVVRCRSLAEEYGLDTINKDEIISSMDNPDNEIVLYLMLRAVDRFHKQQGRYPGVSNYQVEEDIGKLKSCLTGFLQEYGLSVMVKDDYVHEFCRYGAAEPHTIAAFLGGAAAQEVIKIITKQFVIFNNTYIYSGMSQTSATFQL
DNMT1 inh: inhibitors of human DNMT1 | AID 588458 | inhibition (reported as % activation of signal), % at 10 µM | DNMT1 molecular beacon, Hinp1I cleavage, fluorescence | hit rate 0.83% among 360,000; in the data active = inhibition above about 50%
CSN deneddyl inh: CSN deneddylation inhibition; Q92905; hit rate 0.38% among 360,000; Purified CSN, SCF-Nedd8-OG deneddylation, fluorescence polarization; inhibition, % at 12.5 µM; AID 651999;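 active = pattern-corrected inhibition above about 35%, with an unprinted fluorescence ratio check between 0.5 and 1.5, limit read from the data, passing the limit was not always enough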;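 note: 0% = enzyme with substrate and 100% = substrate without enzyme; some results filed as inactive read as strong as hits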
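Test system: purified human Csn5 enzyme expressed in HEK293T cells. Amount: 0.24 nM enzyme. Reagent: SCFSkp2-Nedd8OG substrate at 10 nM final. Schedule: 90 min incubation of compound, enzyme and substrate at room temperature. Detection: fluorescence polarization. Read-out: % inhibition of substrate cleavage by Csn5.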
Rin1-Abl PPI inh: inhibitors of human Rin1-Abl protein interaction | P00519+Q13671 | TR-FRET Rin1/Abl binding, biochemical | inhibition, % at 7.35 µM | hit rate 0.4% among 360,000; in the data active = inhibition above about 5%, passing the limit was not always enough
SUMO1-SIM PPI: modulators of human SUMO1-mediated protein-protein interactions. P63165. SUMO1 binding to a labelled peptide, TR-FRET, 1 h. inhibition, % at 20 µM. hit rate 0.33% among 360,000. AID 602429; in the data active = inhibition above about 37%
Target sequence (P63165 whole entry, looked up): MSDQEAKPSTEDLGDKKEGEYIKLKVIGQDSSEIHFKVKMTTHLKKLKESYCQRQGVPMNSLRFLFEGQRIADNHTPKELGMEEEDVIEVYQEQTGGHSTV
Rpn11 inh: inhibitors of human proteasome Rpn11. O00487. human 26S proteasome, Ub4-pepOG fluorescence polarization; 20S core pre-blocked with epoxomicin. calls only at 20 µM. hit rate 0.59% among 360,000. AID 588493;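 active = inhibition at 20 µM, scaled to each plate's controls, above about 33%, limit read from the data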
The depositor's hits bear a star; i = inactive; nt = no result given.

SMILES	NadD block	Scp1 inh	LMPTP inh	STEP inh	Neddylation inh	DNMT1 inh	CSN deneddyl inh	Rin1-Abl PPI inh	SUMO1-SIM PPI	Rpn11 inh
Cc1cccc(NC(=O)C2(C)CC3c4ccccc4C2c2ccccc23)c1C (stereo not given)	3	-6	-0.8	5	i	23	5	-1	7	i
Cc1ccc(S(=O)(=O)N2CCN(C(=O)Cc3c(F)cccc3Cl)CC2)cc1	-8	-6	-0.1	-1	i	-2	4	5	1	i
CCOc1ccc(C(C)NC(=S)NCc2ccc(Cl)cc2)cc1 (stereo not given)	0	-1	2.7	-4	i	4	0	-1	1	i
O=c1[nH]c(CSc2ccccn2)nc2c1oc1ccccc12	0	-8	1.3	1	i	-1	-4	9.9*	12	i
O=C(Nc1cc(S(=O)(=O)N2CCOCC2)ccc1Cl)c1ccc(=O)[nH]c1	-5	-9	-2.4	-1	i	3	2	7	3	i
NC(=O)c1ccsc1NC(=O)c1ccc([N+](=O)[O-])o1	0	5	1.1	1	i	4	0	-4	9	i
CN(CC(=O)Nc1ccc(SC(F)F)cc1)C1CCCCC1	-8	-6	-0.7	0	i	2	2	-2	0	i
CC(C)OCCCN1CN(S(=O)(=O)c2ccc(Cl)cc2)c2nc3ccccc3nc21	0	-5	0.8	3	i	-2	1	0	-7	i
COc1ccc(CC(=O)NNC(=S)NCC2CC2)cc1OC	0	-11	-0.9	1	i	3	-1	-2	1	i
CCN=C1SC(C(=O)Nc2ccccc2)CC(=O)N1CC (stereo not given)	-4	-5	-0.7	-6	i	0	3	2	-2	i
CN(C)CCNC(=O)/C(=N\O)c1ccccn1	2	-1	-3.7	0	i	2	1	-1	3	i
O=C(O)C1(c2ccccc2)CCN(S(=O)(=O)c2cccs2)CC1	-7	-1	-1.0	2	i	0	5	3	2	i
CN(Cc1ccccc1)C(=O)c1cnc(Cc2c[nH]c3ccccc23)c(I)c1	4	nt	3.4	0	i	-11	12	-2	-3	i
O=C(Nc1ccccc1C(F)(F)F)N1CCC(N2CCCCC2)CC1	8	5	-9.9	-4	i	-10	0	0	-1	i
C/C(CC1CC(C)OC1=O)=N\NC(N)=S (stereo not given)	1	-1	-1.1	0	i	1	7	-2	1	i

Four structures out of the list, arranged by SMILES length, falling:
SMILES	NadD block	Scp1 inh	LMPTP inh	STEP inh	Neddylation inh	DNMT1 inh	CSN deneddyl inh	Rin1-Abl PPI inh	SUMO1-SIM PPI	Rpn11 inh
CC(C)OCCCN1CN(S(=O)(=O)c2ccc(Cl)cc2)c2nc3ccccc3nc21	0	-5	0.8	3	i	-2	1	0	-7	i
CCOc1ccc(C(C)NC(=S)NCc2ccc(Cl)cc2)cc1 (stereo not given)	0	-1	2.7	-4	i	4	0	-1	1	i
O=c1[nH]c(CSc2ccccn2)nc2c1oc1ccccc12	0	-8	1.3	1	i	-1	-4	9.9*	12	i
COc1ccc(CC(=O)NNC(=S)NCC2CC2)cc1OC	0	-11	-0.9	1	i	3	-1	-2	1	i

Continued:
SMILES	NadD block	Scp1 inh	LMPTP inh	STEP inh	Neddylation inh	DNMT1 inh	CSN deneddyl inh	Rin1-Abl PPI inh	SUMO1-SIM PPI	Rpn11 inh
CCc1c(C2(O)CCCCC2)[nH]c2ccc(C(F)(F)F)cc12	-7	-12	4.9	1	i	-10	-3	0	5	i
Cc1ccc(C)c(CN2CCC(n3nccc3NC(=O)CCCc3ccccc3)CC2)c1	-13	4	-0.4	-2	i	0	3	2	1	i
O=C(COc1ccccc1)N1CCN(c2ncccn2)CC1	5	0	-1.6	5	i	0	-3	2	-2	i
O=C(N/N=C/C=N/NC(=O)c1ccco1)c1ccco1	-7	-8	0.3	0	i	1	-3	-1	-19	i
CCc1noc(C)c1C(=O)N1CC(C)OC(C)C1 (stereo not given)	0	-2	-0.2	0	i	0	2	1	2	i
O=C(Nc1cccc(S(=O)(=O)NC2=NCCC2)c1)c1ccc(F)cc1	0	-6	-0.5	2	i	-1	-2	-2	-1	i
Cc1cc2c(=O)cc(-c3ccccc3)oc2c(C(=O)O)c1C	-3	nt	-0.8	-2	i	-4	1	-4	5	i
CNc1ccccc1C(C)(C)c1cc(-c2ccc(F)cc2)no1	-8	-4	1.4	1	i	3	-13	-2	-4	i
CC1CCCCN1CCCNC(=O)CN1C(=O)CSc2ccc(S(=O)(=O)N3CCOCC3)cc21 (stereo not given)	-12	1	-0.6	-3	i	0	-5	1	0	i
COc1ccc(/C=C/C(=O)OCC(=O)N2CCc3ccccc32)cc1	8	-4	-2.6	2	i	30	-2	-1	2	i
O=C1C2C3C=CC(CC3)C2C(=O)N1c1ccc(Br)cc1 (stereo not given)	2	nt	-1.6	3	i	-1	-1	3	0	i
CCN(CC)S(=O)(=O)c1cccc(NC(=O)c2ccc(Sc3nncn3C)c([N+](=O)[O-])c2)c1	23	-13	1.0	0	i	-14	2	-2	-16	i
COc1ccc(Nc2nc(N/N=C/c3ccc(N(C)C)cc3)nc(C)c2[N+](=O)[O-])cc1	4	0	1.3	1	i	-3	0	0	-7	i
N=c1c2c3c(sc2ncn1CCCO)CCCC3	-3	-10	-0.5	-12	i	0	3	-1	5	i
CC(CCN1CCN(c2ccccc2)CC1)c1ccccc1 (stereo not given)	-3	3	-2.0	-3	i	8	0	0	1	i
CCCn1c(SCC(=O)N(CC)c2c(N)n(Cc3ccccc3)c(=O)[nH]c2=O)nnc1-c1ccncc1	6	2	-0.3	2	i	6	-3	1	1	i
CCCOc1ccc(/C=N/NC(=O)c2c(-c3ccccc3)noc2C)cc1OC	-5	nt	0.0	-1	i	0	0	5	-13	i
COC(=O)C[N+](C)(C)CC#Cc1ccccc1	0	-3	-0.5	1	i	2	-1	-1	3	i
COc1cccc2cc(C(=O)C3=C(O)C(=O)N(CCN4CCOCC4)C3c3ccc(C(C)(C)C)cc3)oc12 (stereo not given)	22	-5	-0.4	4	i	-9	3	-5	-12	i
O=C(NCCNS(=O)(=O)c1ccccc1)N1CCOCC1	-4	-7	-1.3	-9	i	5	0	-3	-1	i
COC(=O)c1ccc(CN(c2ccc(C)cc2)S(=O)(=O)c2ccc3c(c2)OCCO3)o1	-11	-17	2.8	2	i	-4	-3	-1	2	i
CCCN1C=CC(=C2C(=O)c3ccccc3C2=O)C=C1	-2	-5	-1.1	-3	i	1	1	-9	-26	i
O=C(CSc1nc2ccccc2o1)N1CCN(c2ccc(Cl)cc2)CC1	-1	2	-1.2	-18	i	1	3	0	-1	i
Cc1ccc(OCC(=O)O/N=C(\N)c2cccnc2)cc1	0	-6	-0.2	-1	i	0	-3	0	1	i
CCc1noc(C)c1C(=O)N1CCCSC1=Nc1ccccc1Cl	-3	-1	0.0	0	i	2	1	1	0	i
CC(C)(C)C(=O)Nc1ccccc1C(=O)NCc1cccnc1	-1	-11	-1.8	1	i	4	-1	0	-6	i
Cc1cccc(-c2noc(CN(C(=O)C34CC5CC(CC(C5)C3)C4)C(C)C)n2)c1	-7	7	4.5	6	i	-5	-5	-1	-3	i
C#CCOCCOCCOCCNc1nc(N2CCN(C(=O)C([C@@H](C)O)n3cc([C@@H](N)CCCCN)nn3)CC2)nc(N2CCN(C(=O)[C@H](CCCCN)n3cc(CN)nn3)CC2)n1 (stereo not given in full)	-6	0	-9.6	-3	i	-114	37*	2	-175	i
CCSc1nnc(NC(=O)[C@@H](NC(=O)c2cc(OC)cc(OC)c2)C(C)C)s1	-2	-12	-0.5	0	i	-2	1	-1	-4	i
COc1ccc(S(=O)(=O)N2CCCC(C(=O)NCCN3CCOCC3)C2)cc1C (stereo not given)	-1	-4	-0.3	-1	i	2	2	0	-4	i

Five compounds picked at random from those above, as already listed:
SMILES	NadD block	Scp1 inh	LMPTP inh	STEP inh	Neddylation inh	DNMT1 inh	CSN deneddyl inh	Rin1-Abl PPI inh	SUMO1-SIM PPI	Rpn11 inh
O=C(CSc1nc2ccccc2o1)N1CCN(c2ccc(Cl)cc2)CC1	-1	2	-1.2	-18	i	1	3	0	-1	i
CCc1noc(C)c1C(=O)N1CCCSC1=Nc1ccccc1Cl	-3	-1	0.0	0	i	2	1	1	0	i
COc1ccc(S(=O)(=O)N2CCCC(C(=O)NCCN3CCOCC3)C2)cc1C (stereo not given)	-1	-4	-0.3	-1	i	2	2	0	-4	i
COc1cccc2cc(C(=O)C3=C(O)C(=O)N(CCN4CCOCC4)C3c3ccc(C(C)(C)C)cc3)oc12 (stereo not given)	22	-5	-0.4	4	i	-9	3	-5	-12	i
CCSc1nnc(NC(=O)[C@@H](NC(=O)c2cc(OC)cc(OC)c2)C(C)C)s1	-2	-12	-0.5	0	i	-2	1	-1	-4	i

(continued)
SMILES	NadD block	Scp1 inh	LMPTP inh	STEP inh	Neddylation inh	DNMT1 inh	CSN deneddyl inh	Rin1-Abl PPI inh	SUMO1-SIM PPI	Rpn11 inh
COc1ccc(NS(=O)(=O)c2cc(NC(=O)CCNC(C)=O)ccc2N2CCCCC2)cc1	0	-6	0.0	1	i	-7	4	3	13	i
Cc1cc(C)nc(SCc2n[nH]c(=S)n2C)n1	4	-3	-11	-1	i	-1	0	2	-1	i
COc1ccc(NC(=O)C2CCCN(S(=O)(=O)c3ccc(-n4cnnn4)cc3)C2)cc1 (stereo not given)	-7	-1	-0.1	-1	i	0	1	2	4	i
Cc1ccc(SCCC(=O)NCCSCc2ccco2)cc1	-5	-3	0.4	1	i	-1	-4	3	-4	i
COc1ccc2c(c1)CC/C2=N\OC(=O)c1ccccc1OC	-5	3	0.7	0	i	-8	2	0	3	i
CC(=O)c1cn(Cc2ccccc2)c(=O)[nH]c1=O	-7	-1	1.2	-1	i	4	7	2	0	i
